Granule exo inh = blocks lytic granule exocytosis | inhibition, % at 10 µM | 0.66% of 360,000 active | AID 651702 | TALL-104 LAMP-1 surface exposure, flow cytometry; cells stimulated with thapsigargin and PMA;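 active = inhibition above about 55%, limit read from the data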
SRC2 inh = inhibits human steroid receptor coactivator 2; Q15596; HEK293 GAL4-SRC2 luciferase reporter, luminescence; inhibition, % at 9 µM; 0.17% of 370,000 active; AID 651957;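 active = inhibition above the mean inhibition of all tested compounds plus 3 SD, set per campaign, cut at about 52% in these data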;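 note: 0% = DMSO treated cells and 100% = cells given Gossypol at 36 µM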
TROY NFkB inh = inhibitors of TROY-dependent NF-kB signaling; inhibition, % at 10 µM; Q293 LMP1-TROYcd NF-kB luciferase reporter, 4 h; 0.98% of 360,000 active; AID 1347056;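 active = compounds whose plate-normalised and pattern-corrected inhibition of the luciferase reporter signal at the single screening dose is 50% or more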
LRH-1 inv ag = suppresses constitutive activity of human LRH-1 | O00482 | HEK293T StAR-luciferase reporter, LRH-1 transfected, 24 h | inhibition, % at 3.6 µM | 0.13% of 360,000 active | AID 602396;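 active = inhibition above the mean inhibition of all tested compounds plus 3 SD, cut at about 73% in these data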;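 note: 0% = DMSO wells and 100% = reporter-only cells lacking LRH-1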
SRC1 inh = human NCOA1 inhibition; Q15788; HEK293 GAL4-SRC1 luciferase reporter, luminescence; inhibition, % at 3.6 µM; 0.12% of 360,000 active; AID 588354;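 active = inhibition above the campaign mean plus 3 SD, with each screening campaign given its own cutoff, cut at about 60% in these data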;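 note: 0% = DMSO treated cells and 100% = gossypol at 36 µM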
Target sequence (Q15788 whole entry, looked up, the tested form may be a part): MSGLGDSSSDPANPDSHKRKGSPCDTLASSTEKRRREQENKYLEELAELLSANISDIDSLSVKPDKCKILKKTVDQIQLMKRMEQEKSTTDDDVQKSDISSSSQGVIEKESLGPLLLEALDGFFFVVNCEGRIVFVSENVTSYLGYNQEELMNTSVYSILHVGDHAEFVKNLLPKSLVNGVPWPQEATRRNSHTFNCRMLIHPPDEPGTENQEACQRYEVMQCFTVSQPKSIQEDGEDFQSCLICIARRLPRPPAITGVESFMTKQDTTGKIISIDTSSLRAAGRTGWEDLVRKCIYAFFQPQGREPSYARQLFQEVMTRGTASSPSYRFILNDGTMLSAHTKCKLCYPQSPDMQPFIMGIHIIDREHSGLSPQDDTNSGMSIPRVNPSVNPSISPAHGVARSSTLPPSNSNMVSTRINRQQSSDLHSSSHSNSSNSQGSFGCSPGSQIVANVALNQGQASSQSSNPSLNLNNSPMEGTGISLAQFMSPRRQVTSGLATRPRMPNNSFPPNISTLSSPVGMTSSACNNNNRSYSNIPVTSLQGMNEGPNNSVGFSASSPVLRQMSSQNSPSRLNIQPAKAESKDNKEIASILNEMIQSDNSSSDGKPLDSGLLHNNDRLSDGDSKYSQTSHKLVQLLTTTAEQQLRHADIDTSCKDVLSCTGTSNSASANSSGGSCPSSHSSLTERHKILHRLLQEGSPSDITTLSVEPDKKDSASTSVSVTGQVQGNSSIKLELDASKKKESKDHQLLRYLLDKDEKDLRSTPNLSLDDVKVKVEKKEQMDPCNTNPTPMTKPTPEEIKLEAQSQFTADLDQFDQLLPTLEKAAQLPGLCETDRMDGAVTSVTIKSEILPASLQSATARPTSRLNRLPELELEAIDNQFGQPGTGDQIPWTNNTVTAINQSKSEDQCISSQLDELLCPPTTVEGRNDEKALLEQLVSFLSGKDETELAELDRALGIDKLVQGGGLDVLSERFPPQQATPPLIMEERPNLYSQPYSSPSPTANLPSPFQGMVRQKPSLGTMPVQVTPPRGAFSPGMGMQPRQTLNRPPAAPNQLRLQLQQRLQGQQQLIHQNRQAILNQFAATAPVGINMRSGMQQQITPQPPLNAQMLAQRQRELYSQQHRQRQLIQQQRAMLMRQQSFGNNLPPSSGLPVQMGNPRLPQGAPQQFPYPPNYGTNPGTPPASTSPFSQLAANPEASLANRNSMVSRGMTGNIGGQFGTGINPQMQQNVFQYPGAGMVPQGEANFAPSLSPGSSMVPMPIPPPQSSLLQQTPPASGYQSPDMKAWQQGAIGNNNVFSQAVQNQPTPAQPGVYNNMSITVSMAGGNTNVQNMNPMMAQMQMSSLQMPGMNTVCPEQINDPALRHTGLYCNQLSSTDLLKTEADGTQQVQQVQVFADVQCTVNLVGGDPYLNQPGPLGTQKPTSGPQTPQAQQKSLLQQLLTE
TWEAK-Fn14 inh = blocks TWEAK-Fn14 interaction in a reporter cell assay. inhibition, % at 10 µM. TWEAK-stimulated Fn14 reporter cells, luciferase luminescence, 8 h. 2% of 360,000 active; in the data active = inhibition above about 50%
TLR9-MyD88 inh = blocks human TLR9 binding to MyD88. Q9NR96+Q99836. CHO BLA complementation TLR9-MyD88, CCF4 FRET ratio. inhibition, % at 4.98 µM. 0.21% of 340,000 active;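 active = inhibition above the mean over all tested compounds plus 3 SD, cut at about 21% in these data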;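 note: 0% = DMSO only wells and 100% = clavulanate BLA inhibitor control wells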
NOD2 RIPK2 PPI = NOD2-RIPK2 protein interaction inhibition; O43353; 0.38% of 360,000 active; inhibition, % at 4.98 µM; CHO BLA complementation NOD2-RIPK2, CCF4 ratio; AID 624267; in the data active = inhibition above about 21%;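 note: 0% = vehicle only and 100% = reference blocker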
ABHD5-PLIN5 inh = blocks binding of human ABHD5 to perilipin-5; Split G. princeps luciferase complementation, luminescence, 4 h; 0.78% of 360,000 active; inhibition, % at 4 µM;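 active = inhibition above the mean inhibition across every tested compound plus 3 SD, cut at about 22% in these data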;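 note: 0% = DMSO only wells and the 100% control is not disclosed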
COUP-TFII inh = blocks human COUP-TFII nuclear receptor. P24468. HEK293T NGFI-A luciferase reporter, luminescence. inhibition, % at 8.6 µM. 0.7% of 370,000 active;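 active = inhibition above a per-plate cutoff, mean inhibition of test wells between control levels plus 3 SD, cut at about 38% in these data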;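 note: cells cotransfected with COUP-TFII expression vector driving the NGFI-A reporter; 0% = median of COUP-TF2 test wells and 100% = reporter-only cells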
SRC3 inh = inhibitors of human steroid receptor coactivator 3 (SRC3); HEK293 GAL4-SRC3 luciferase reporter, luminescence; inhibition, % at 3.6 µM; 0.17% of 360,000 active;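 active = inhibition above a per-campaign cutoff, the mean of all compounds plus 3 SD, cut at about 60% in these data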;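 note: 0% = DMSO-treated cells and 100% = gossypol-treated cells at 36 µM; higher means less SRC3-driven luciferase light from the GAL4 reporter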
* hit, by the source's call; . = no result given.

SMILES | Granule exo inh | SRC2 inh | TROY NFkB inh | LRH-1 inv ag | SRC1 inh | TWEAK-Fn14 inh | TLR9-MyD88 inh | NOD2 RIPK2 PPI | ABHD5-PLIN5 inh | COUP-TFII inh | SRC3 inh
CCOC(=O)NC(Cc1c[nH]c2ccccc12)C(=O)NCCc1ccc(S(N)(=O)=O)cc1 (stereo not given) | 7 | -25 | -3 | -21 | -22 | 6 | -2 | -2 | 6 | 6 | -9
CCN(C)C1CN(Cc2cn(CCCC(=O)OC)nn2)S(=O)(=O)C1 (stereo not given) | 0 | -10 | 14 | -9 | . | 9 | . | -10 | -2 | 2 | .
O=C(NCCc1cccs1)c1ccc(Cl)cc1 | 2 | -32 | 3 | -144 | -100 | 59* | -12 | -12 | 8 | -30 | -62
CCOc1cc(C(=S)N2CCN(C)CC2)ccc1OCC(=O)N1CCOCC1 | -1 | -21 | -2 | -10 | 4 | -19 | -4 | 1 | -3 | -1 | 10
O=C(/C=C1\NCC2c3ccccc3CCN2C1=O)c1ccccc1 (stereo not given) | 0 | -55 | -27 | 10 | -10 | 4 | -5 | 0 | 3 | 1 | 1
CCC1C(=O)N=C(SCC(=O)Nc2nc3ccccc3s2)NC1=O (stereo not given) | -2 | -30 | 1 | 3 | -4 | -1 | 2 | 2 | -1 | 0 | -2
COc1cccc(CC(=O)OCC(=O)NNC(=O)c2ccc([N+](=O)[O-])cc2)c1 | 1 | -9 | 18 | 6 | -1 | -3 | 0 | -2 | 0 | -9 | -4
CC(C)(C)c1nn2cnnc2n(/N=C/c2cccc3ccccc23)c1=O | -3 | -13 | -8 | -3 | 8 | 18 | 3 | -16 | 13 | -1 | 19
C[C@H](NC(=O)OC(C)(C)C)C(=O)NCC1CCC(C(=O)N[C@@H](Cc2ccccc2)C(=O)O)CC1 (stereo not given in full) | -11 | -15 | 13 | -8 | -20 | 0 | 11 | -7 | 0 | 9 | -10
COc1ccccc1NC(=O)C(=O)NCCC1CCCCN1S(=O)(=O)c1ccccc1 (stereo not given) | 8 | -1 | -29 | -11 | -1 | 16 | -8 | -5 | 3 | 8 | 3
CS(=O)(=O)c1ccc(C(=O)NCc2ccc(F)cc2)cc1 | 3 | 14 | 0 | -7 | 1 | 4 | 4 | -7 | 1 | -16 | 18
COCCn1c(C)cc(C(=O)CN2c3cccc4cccc(c34)S2(=O)=O)c1C | -11 | -16 | -13 | -37 | -40 | 15 | 5 | 1 | 13 | -10 | -27
c1ccc(NCc2cccnc2)cc1 | -1 | 4 | 2 | 6 | -12 | -12 | 5 | -14 | -9 | -3 | 11
COc1cccc(NC(=O)CNC(=O)[C@@H]2Cc3ccccc3CN2C(=O)OC(C)(C)C)c1 | -3 | 8 | 5 | -6 | 9 | -6 | -3 | -2 | -8 | 6 | 1
CCN(c1ccc(OCC(=O)OCC(=O)Nc2ccc(F)c(F)c2F)cc1)S(=O)(=O)c1ccccc1 | -1 | . | -9 | 11 | 2 | -13 | -2 | 2 | 1 | . | 5
COc1cccc(CNc2nc3cc(-c4ccccc4)sc3c(=O)n2C)c1OC | 12 | -6 | 29 | 20 | -5 | 63* | . | -8 | -4 | -6 | 1
CC(c1ccccc1)N1C(=O)NC(NC(=O)c2cccnc2)(C(F)(F)F)C1=O (stereo not given) | 0 | -31 | 9 | -4 | -5 | -5 | 6 | 5 | -3 | 12 | 1
CCOC(=O)C1CCCN(c2nc(C)nc3c2oc2ccccc23)C1 (stereo not given) | 0 | 0 | 22 | -3 | -12 | 18 | 2 | 10 | 2 | 16 | 1
O=C(NCCCCc1ccccc1)c1ccccc1Br | -4 | -13 | -6 | -33 | -2 | -29 | . | 0 | -1 | 5 | 7
Cc1cc2ccccn2c1C(=O)c1ccc(N/N=C/c2ccc(C(=O)O)cc2)c([N+](=O)[O-])c1 | -2 | 7 | 35 | -6 | 6 | 49 | -2 | 4 | -1 | 2 | -19
CCOC(=O)C1CCN(S(=O)(=O)c2ccc3c(c2)CC(=O)N3)CC1 | 2 | 11 | 23 | -20 | -3 | 7 | -6 | 4 | 0 | 8 | 0
CCOc1ccc(C(c2c(NC(=O)c3ccccc3)sc(C)c2C)N2CCN(C)CC2)cc1 (stereo not given) | 2 | -35 | -11 | -16 | -19 | 17 | -2 | -8 | 8 | -3 | -11
CCOc1ccc(NC(=O)CN(C)C(=O)c2cn(-c3ccc(F)cc3)nc2-c2cccc(OC)c2)cc1OCC | -3 | 2 | 19 | -7 | 0 | 10 | 1 | 6 | -4 | 9 | -3
CC1CN(C2CCCCC2)C(=S)NC1=O (stereo not given) | -16 | 11 | 1 | 5 | -9 | 7 | -1 | 1 | 5 | -2 | -6
O=C(NCc1nnnn1-c1ccc(F)cc1)c1ccc2c(c1)OCO2 | 14 | -36 | -13 | 7 | 3 | -6 | 3 | 7 | 3 | 6 | -14

Brought forward from above: 4 entries; new compounds follow.
SMILES | Granule exo inh | SRC2 inh | TROY NFkB inh | LRH-1 inv ag | SRC1 inh | TWEAK-Fn14 inh | TLR9-MyD88 inh | NOD2 RIPK2 PPI | ABHD5-PLIN5 inh | COUP-TFII inh | SRC3 inh
CCOc1ccc(C(c2c(NC(=O)c3ccccc3)sc(C)c2C)N2CCN(C)CC2)cc1 (stereo not given) | 2 | -35 | -11 | -16 | -19 | 17 | -2 | -8 | 8 | -3 | -11
CCOc1ccc(NC(=O)CN(C)C(=O)c2cn(-c3ccc(F)cc3)nc2-c2cccc(OC)c2)cc1OCC | -3 | 2 | 19 | -7 | 0 | 10 | 1 | 6 | -4 | 9 | -3
CC1CN(C2CCCCC2)C(=S)NC1=O (stereo not given) | -16 | 11 | 1 | 5 | -9 | 7 | -1 | 1 | 5 | -2 | -6
O=C(NCc1nnnn1-c1ccc(F)cc1)c1ccc2c(c1)OCO2 | 14 | -36 | -13 | 7 | 3 | -6 | 3 | 7 | 3 | 6 | -14
CCOC(=O)Nc1ccc(S(=O)(=O)Nc2cc(C)on2)cc1 | -3 | 0 | -9 | 6 | 0 | 3 | 6 | 9 | 4 | 11 | -3
O=[N+]([O-])c1c(Nc2ccc(Br)cc2)ccc2nonc12 | -8 | 11 | 2 | 9 | -3 | 8 | 9 | -10 | 9 | -5 | -4
CC(=O)c1cccc(-n2c(CCC(=O)O)ccc2-c2cccs2)c1 | -6 | -31 | -11 | 0 | -5 | -9 | -1 | 1 | 20 | -5 | 0
COc1cc(C(=O)N2CCN(c3ccccc3OC)CC2)c([N+](=O)[O-])cc1OC | 0 | 5 | 16 | 1 | 2 | 7 | 4 | -5 | -1 | 6 | 4
O=C(CN1C(=O)COc2ccc(Cl)cc21)N1CCc2ccccc21 | -1 | -18 | -11 | 15 | 3 | -11 | -6 | -1 | 5 | 18 | -7
CCc1sc(C(=O)Nc2ccc(N3CCOCC3)cc2)cc1C | 0 | -22 | -48 | -38 | -7 | -25 | 3 | -6 | 3 | -59 | -38
CC1CN(c2nc(-c3ccc(Br)cc3)nnc2-c2ccccc2)CC(C)N1 (stereo not given) | 52 | 3 | -40 | -18 | -5 | -4 | 1 | 4 | 16 | -17 | -11
CCCCN=c1scc(-c2ccc3c(c2)NC(=O)CO3)n1N=C1CCCC1 | -1 | . | 23 | 4 | -39 | 33 | 0 | 4 | -11 | . | 7
CCOc1ccc(Cn2nnc(C(=O)Nc3cc(OC)cc(OC)c3)c2N)cc1 | 2 | -18 | -9 | -2 | -18 | -60 | -1 | -6 | -6 | 16 | 12
COc1cc(/C=N/n2cnnc2)ccc1OCCOc1ccccc1 | -2 | -34 | -42 | 25 | -4 | -34 | -2 | -6 | -7 | 15 | -8
CCN(CC)c1ccc(C2NC(=O)NC(C)=C2C(=O)Nc2ccccc2)cc1 (stereo not given) | -5 | -5 | 14 | 7 | -22 | 6 | -14 | 1 | -2 | 17 | -8
CN1CCN(c2nc3c(c(=O)[nH]c(=O)n3C)n2Cc2cccc3ccccc23)CC1 | -1 | -3 | -25 | -28 | 3 | -37 | -5 | 3 | 1 | -16 | 2
O=C(C[C@H]1C/C=C\CC[C@H](Cc2ccc(F)cc2)C(=O)OC[C@H]2CCCN2C1=O)N[C@H](CO)Cc1ccccc1 | 2 | 7 | -2 | -7 | -2 | -2 | -6 | -9 | 5 | -13 | -9
NS(=O)(=O)c1cccc(NC(=O)CC23CC4CC(C2)CC(CC(=O)Nc2cccc(S(N)(=O)=O)c2)(C4)C3)c1 | -3 | -18 | -22 | 20 | -13 | -12 | 1 | 0 | -4 | 26 | -11
CCCCOc1ccc(C2=CSC3=NCCN23)cc1[N+](=O)[O-] | -6 | -23 | -33 | 9 | -2 | 1 | 1 | 0 | -1 | -2 | -9
CCOC(=O)C(C(C)=O)c1c(Br)c(O)c(O)c2c(C(=O)c3ccc(C)cc3)coc12 (stereo not given) | -1 | -1 | 11 | 67 | 59 | 76* | 8 | -5 | 16 | 31 | 80*
C[C@H](CO)N1C[C@H](C)[C@@H](CN(C)S(=O)(=O)c2ccccc2F)Oc2ncc(C#Cc3cccnc3)cc2C1=O | 4 | 3 | -3 | 11 | 5 | 4 | -13 | -7 | 1 | 3 | -24
C=CC[n+]1c(-c2ccc(C)cc2)csc1Nc1ccc(NC(C)=O)cc1 | 16 | 84* | 41 | 38 | 26 | 51* | -4 | -9 | -3 | 52* | 37
Cc1cccc(CN2CCN(Cc3ccco3)CC2)c1 | 1 | 2 | 6 | -12 | 4 | -2 | -6 | 12 | 0 | -11 | -11
O=C1SC(c2ccccc2)=N/C1=C/c1ccco1 | -4 | 4 | 6 | -11 | -9 | 13 | -4 | -6 | 5 | -2 | 0

5 compounds out of the list, ordered by molecular weight, rising:
SMILES | Granule exo inh | SRC2 inh | TROY NFkB inh | LRH-1 inv ag | SRC1 inh | TWEAK-Fn14 inh | TLR9-MyD88 inh | NOD2 RIPK2 PPI | ABHD5-PLIN5 inh | COUP-TFII inh | SRC3 inh
CCOC(=O)Nc1ccc(S(=O)(=O)Nc2cc(C)on2)cc1 | -3 | 0 | -9 | 6 | 0 | 3 | 6 | 9 | 4 | 11 | -3
CCc1sc(C(=O)Nc2ccc(N3CCOCC3)cc2)cc1C | 0 | -22 | -48 | -38 | -7 | -25 | 3 | -6 | 3 | -59 | -38
CCOc1ccc(Cn2nnc(C(=O)Nc3cc(OC)cc(OC)c3)c2N)cc1 | 2 | -18 | -9 | -2 | -18 | -60 | -1 | -6 | -6 | 16 | 12
CCOC(=O)C(C(C)=O)c1c(Br)c(O)c(O)c2c(C(=O)c3ccc(C)cc3)coc12 (stereo not given) | -1 | -1 | 11 | 67 | 59 | 76* | 8 | -5 | 16 | 31 | 80*
C[C@H](CO)N1C[C@H](C)[C@@H](CN(C)S(=O)(=O)c2ccccc2F)Oc2ncc(C#Cc3cccnc3)cc2C1=O | 4 | 3 | -3 | 11 | 5 | 4 | -13 | -7 | 1 | 3 | -24

Compound activity from PubChem BioAssay.

This is a subset. The share of hits here may be higher or lower than overall.
